PhoP GFP inhibition = Inhibition of PhoP regulon, Salmonella typhi GFP reporter cells, confirmation, 4 h (AID 1850); Salmonella Typhi PhoP-promoter GFP reporter, fluorescence, 4 h; higher % means a stronger effect; inhibition, % at 50 µM; hits with a dose series show IC50 in µM; 0.33% of 310,000 active; in the data active = a potency from the dose series; inconclusive = inhibition mostly from about 25% at the one dose, without a potency; inactive = the rest, 99 in 100 with inhibition below about 19%;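 note: 0% = induced wells with vehicle and 100% = uninduced wells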
M. tuberculosis HTS = M. tuberculosis growth inhibition, HTS (AID 449762). 0.59% of 330,000 active. M. tuberculosis H37Rv growth inhibition, 7H9 media; higher % means a stronger effect. inhibition, % at 25 µM, or IC50 in µM where a hit was titrated; in the data active = a potency from the dose series; inconclusive = inhibition above about 70% without an active follow-up result;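 note: bacterial growth assessed after seven days of incubation; strong numbers were not always called active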
influenza NS1A = H1N1 influenza NS1A inhibitors, functional cell based assay (AID 504329). 0.3% of 340,000 active. inhibition, % at 12.5 µM, or IC50 in µM where a hit was titrated. NS1A functional cell-based assay, percent inhibition; higher % means a stronger effect; in the data active = a potency from the dose series; inconclusive = inhibition above about 27% without an active follow-up result; note: strong numbers were not always called active
M. tuberculosis = growth inhibition of non-replicating M. tuberculosis (AID 488890); 0.39% of 320,000 active; Mycobacterium tuberculosis non-replicating, growth inhibition; higher % means a stronger effect; inhibition, % at 25 µM, or IC50 in µM where a hit was titrated; in the data active = a potency from the dose series; inconclusive = inhibition mostly from about 82% at the one dose, without a potency; inactive = the rest, 99 in 100 with inhibition below about 76%;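 note: plate controls were DMSO cells for no effect and high antibiotic wells for full effect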
VEEV TC-83 Vero = inhibitors of VEEV TC-83 cytopathic effect, confirmation, Vero cells (AID 588727); Vero cells, VEEV TC-83 cytopathic effect inhibition; higher % means a stronger effect; 0.13% of 350,000 active; inhibition, % at 20 µM; hits with a dose series show IC50 in µM; in the data active = a potency from the dose series; inconclusive = inhibition mostly from about 14% at the one dose, without a potency; inactive = the rest, 99 in 100 with inhibition below about 12%; note: strong numbers were not always called active
VEEV TC-83 Vero 10K pilot screen = also measured in VEEV TC-83 Vero; calls as there; inhibition, %; measured here: 10K pilot screen inhibition
Numbers without * were called inactive; i = inactive; ? = inconclusive; nt = no result given.

SMILES	PhoP GFP inhibition	M. tuberculosis HTS	influenza NS1A	M. tuberculosis	VEEV TC-83 Vero	others
CC(C)(C)n1nnnc1C(c1cccs1)N1CCCC2(CCCCC2)C1 (stereo unspecified)	-7%	5%	5%	-7%	1.1%
O=S1(=O)[C@H]2C[C@@H]3C=C[C@]2(CN1Cc1ccc(C(F)(F)F)cc1)O3	-7%	-3%	-10%	2%	i
Fc1ccccc1CSc1nnc2ccc(-c3ccncc3)nn12	2%	1%	-1%	1%	1.9%
Cc1ccc(NC(=O)CN(C)CC(=O)Nc2ccccc2C#N)cc1	2%	3%	-3%	-13%	0.2%
CCCc1nc2ccccc2c(=O)n1-c1ccc(OC)cc1	9%	-2%	5%	-1%	0.4%
CCCCN1C(=N)N([C@@H](CCC)CN2CCC[C@H]2CN2C(N)=NC[C@H]2CC(C)C)C[C@H]1Cc1ccccc1	nt	?	7%	?	i
CCCCn1c(-c2ccsc2)nc2c1c(=O)[nH]c(=O)n2CCC	-3%	1%	8%	1%	6.6%
Cc1cccc(C(=O)N2CCc3c([nH]c4ccccc34)C2CC(C)C)n1 (stereo unspecified)	-2%	4%	8%	9%	7.8%
COc1cccc(C2C(C#N)=C(N)Oc3cc(N)ccc32)c1OC (stereo unspecified)	7%	8%	-12%	-1%	0.1%
CCCC(NC(=O)COc1cc2c(c3oc(=O)c(C)c(C)c13)CCC(C)(C)O2)C(=O)O (stereo unspecified)	-10%	10%	-5%	-5%	0.8%
CCCCn1nnnc1SCC(=O)c1ccccc1F	-6%	1%	10%	?	i
CN(C)S(=O)(=O)c1cccc(-c2nnc(SCc3ccc4c(c3)OCCO4)o2)c1	-2%	-5%	14%	61%	3.0%
O=C(CSc1ccccc1)N1CCCC(N2CCN(c3ccccc3)CC2)C1 (stereo unspecified)	-22%	8%	-1%	11%	0.8%
O=C(O)c1cccc(NC(=O)c2ccc(COc3ccc(Cl)cc3)cc2)c1	3%	4%	0%	42%	1.0%
CCCN(C(=O)c1cnccn1)c1c(N)n(Cc2ccccc2)c(=O)[nH]c1=O	nt	-3%	-8%	-27%	5.3%
Cc1cccc(Nc2nnc(SCC(=O)c3c(N)n(C4CC4)c(=O)[nH]c3=O)s2)c1C	nt	-6%	-3%	4%	8.1%
COc1ccc(-c2csc(NC(=O)c3ccccc3F)n2)cc1	-2%	-3%	-6%	-1%	2.3%
CC1CCCN(C(=O)C2CCN(CC3CC=CCC3)CC2)C1 (stereo unspecified)	0%	-12%	-8%	8%	i
CCOc1cc(C2NC(=O)NC(c3ccccc3)=C2C(=O)c2ccccc2)c(Br)cc1OCC(=O)O (stereo unspecified)	-3%	12%	0%	-8%	0.7%
COc1cccc(NC(=O)c2c([N+](=O)[O-])cnn2C)c1	-1%	-4%	-9%	-2%	0.6%
CCOC(=O)N1CCN(C(=O)C2CCCCC2)CC1	4%	-9%	3%	-1%	1.6%
Cc1ccc2sc(N(CCCN(C)C)C(=O)c3ccc(S(=O)(=O)N4CCOCC4)cc3)nc2c1C	10%	27%	-2%	10%	2.9%
O=C(CSc1cn(Cc2ccccc2)c2ccccc12)NCc1ccc(F)cc1	-6%	-4%	0%	-20%	1.6%
C[n+]1cccc(C(=O)NNC(=O)C23CC4CC(CC(C4)C2)C3)c1	2%	-7%	1%	39%	1.3%
CC(=O)N=c1cccc(NC(C)=O)n1O	-3%	10%	-5%	1%	0.8%
O=c1c2ccccc2oc2ccc(NCCCN3CCOCC3)cc12	-5%	3%	-6%	21%	2.7%
CCOc1ccc(N(CC(=O)NCC2CCCO2)S(=O)(=O)c2ccc(SC)cc2)cc1 (stereo unspecified)	-3%	nt	22%	nt	2.5%
CCCn1c(N2CCN(Cc3ccc(Cl)cc3)CC2)nc2ccccc21	-2%	11µM*	-4%	53%	3.1%
C=CCn1c(O)c(C(C)=NCCC2=CCCCC2)c(=O)[nH]c1=O	2%	2%	-4%	18%	0.5%
CCn1c(SCc2nc3ccccc3s2)nnc1-c1ccccc1	-6%	-4%	8%	11%	1.9%
O=c1oc2ccccc2nc1/C=C(O)/C=C/c1ccc(F)cc1	-9%	?	-1%	?	2.2%
Cc1sc2ncn(CC(=O)N3CCN(c4ccccn4)CC3)c(=O)c2c1S(=O)(=O)N1CCC(C)CC1	12%	-1%	-2%	-8%	3.9%
Cc1ccc(N2CC(C(=O)N3CCc4ccccc43)CC2=O)cc1 (stereo unspecified)	3%	0%	3%	6%	1.9%
CS(=O)(=O)c1ccc(Cl)c(NC(=O)CSc2nc3ccccc3c(=O)n2CCCN2CCOCC2)c1	-2%	0%	10%	7%	5.7%
Cc1cc(SCC(=O)c2ccccc2)n2ncc(-c3ccccc3)c2n1	-8%	25%	0%	6%	?
COc1cc2c(cc1OC)-c1cc(Nc3ccc(N(C)C)cc3)nc(=O)n1CC2	-17%	7%	-16%	9%	9.0%
COc1ccc(-c2noc(CCCCC(=O)N3CCN(c4cc(C)ccc4C)CC3)n2)cc1	nt	nt	4%	nt	i
COc1ccc(-n2c(=S)[nH]c3cc(C(=O)Nc4cc(C(N)=O)ccc4OC)ccc3c2=O)c(OC)c1	11%	-4%	11%	-2%	4.4%
COC(=O)c1ccccc1NC(=O)N1CCN(C(=O)c2ccco2)CC1	-5%	-3%	-8%	-23%	4.4%
O=C(/C=C/c1ccco1)NC(=S)NNC(=O)c1ccco1	41%	14%	-15%	5%	1.9%
Cc1ccccc1NC(=O)CCN1CCN(C/C=C/c2ccccc2)CC1	6%	-2%	1%	-4%	i
CSc1nc2ccccc2n1C(=O)NC1CCCCC1	-13%	-1%	0%	40%	0.7%
Cc1noc(C(=O)Nc2ccc(F)cc2F)c1Cl	4%	-9%	-26%	3%	0.4%
CCOc1ccc(OCCNC(=O)c2oc3ccccc3c2COC)cc1	nt	44%	2%	nt	1.7%
CCOC(=O)C1CCN(CC(=O)c2c(C)n(C)c3ccc(OC)cc23)CC1	-3%	-1%	2%	11%	i
COc1ccccc1Nc1ncnc2sccc12	-3%	3%	-9%	-6%	1.4%
CCCCN(C(=O)C1CC(=O)N(Cc2ccc(C)cc2)C1)c1c(N)n(CC(C)C)c(=O)[nH]c1=O (stereo unspecified)	2%	-15%	-11%	-1%	1.6%
O=[N+]([O-])c1ccc(N=Nc2c(Cl)cc(O)cc2Cl)cc1	?	?	28%	?	2.6%
COc1ccccc1NC1C=CS(=O)(=O)C1 (stereo unspecified)	-8%	-2%	2%	-9%	i
COCCN(C(=O)CSc1nc2ccccc2c(=O)n1CC(C)C)c1c(N)n(Cc2ccccc2)c(=O)[nH]c1=O	8%	-3%	-17%	19%	2.1%
Cc1ccc(NC(=O)Cn2nnc(C(=O)NCCc3ccccc3)c2N)c(C)c1	-15%	8%	10%	-10%	i
Cc1ccccc1NC(=O)Cn1c(C)nc2ccc(NC(=O)C3CC3)cc2c1=O	1%	3%	1%	1%	0.5%
COc1cc(NC(=O)c2ccccc2)cc(OC)c1	0%	-6%	2%	17%	5.5%
CCc1ccc(NC(=O)COC(=O)c2nc3nc(C)cc(C)n3n2)cc1	nt	-10%	0%	-2%	0.6%
O=c1c2ccccc2n(CC(O)CN2CCOCC2)c2ccccc12 (stereo unspecified)	-12%	3%	-3%	-14%	0.5%
CN(CC(=O)Nc1cccc(F)c1)C(=O)CCC1CCCCC1	4%	?	-1%	59%	1.3%
COc1cccc2cc(C(=O)OCC(=O)N3CC(C)OC(C)C3)c(=O)oc12 (stereo unspecified)	nt	-4%	3%	-9%	3.5%
Cc1cc(C)c(S(=O)(=O)Cc2ccccc2)c(=O)[nH]1	1%	1%	-9%	-4%	0.5%
Cc1cc(N)n2nc(C)c(-c3ccccc3)c2n1	-8%	-4%	12%	5%	2.4%
Cc1ccc(S(=O)(=O)NCCCCCC(=O)Nc2ccccc2C)cc1	-5%	-7%	-5%	10%	i

The results go on.
SMILES	PhoP GFP inhibition	M. tuberculosis HTS	influenza NS1A	M. tuberculosis	VEEV TC-83 Vero	others
COC(=O)c1ccc(/C(O)=C(\C#N)c2nc3ccccc3s2)cc1	5%	59%	-18%	?	0.3%
COc1ccc(N(CC(=O)NCc2ccccc2C)S(=O)(=O)c2ccccc2[N+](=O)[O-])c(OC)c1	5%	7%	-9%	24%	7.0%
Cc1ccc(C)c(NC(=S)N/N=C2/CCCCc3ccccc32)c1	-9%	9%	-2%	-9%	3.7%
COc1ccc(-c2nnc(-c3cccs3)o2)cc1OC	-1%	-3%	22%	nt	0.7%
CCOC(=O)c1c(C)n(C)c2ccc(OC(C)C(=O)OC)cc12 (stereo unspecified)	7%	?	17%	i	2.5%	VEEV TC-83 Vero 10K pilot screen=1.0
CCc1ccc(S(=O)(=O)/N=C2\C=C(NS(=O)(=O)c3ccccc3)C(=O)c3ccccc32)cc1	nt	nt	11%	nt	i
CCCCC(=O)Nc1ccc2c(c1)oc1ccccc12	-8%	?	-1%	22%	4.6%

By substructure: the entries above containing a halogen (13)
SMILES	PhoP GFP inhibition	M. tuberculosis HTS	influenza NS1A	M. tuberculosis	VEEV TC-83 Vero	others
O=S1(=O)[C@H]2C[C@@H]3C=C[C@]2(CN1Cc1ccc(C(F)(F)F)cc1)O3	-7%	-3%	-10%	2%	i
Fc1ccccc1CSc1nnc2ccc(-c3ccncc3)nn12	2%	1%	-1%	1%	1.9%
CCCCn1nnnc1SCC(=O)c1ccccc1F	-6%	1%	10%	?	i
O=C(O)c1cccc(NC(=O)c2ccc(COc3ccc(Cl)cc3)cc2)c1	3%	4%	0%	42%	1.0%
COc1ccc(-c2csc(NC(=O)c3ccccc3F)n2)cc1	-2%	-3%	-6%	-1%	2.3%
CCOc1cc(C2NC(=O)NC(c3ccccc3)=C2C(=O)c2ccccc2)c(Br)cc1OCC(=O)O (stereo unspecified)	-3%	12%	0%	-8%	0.7%
O=C(CSc1cn(Cc2ccccc2)c2ccccc12)NCc1ccc(F)cc1	-6%	-4%	0%	-20%	1.6%
CCCn1c(N2CCN(Cc3ccc(Cl)cc3)CC2)nc2ccccc21	-2%	11µM*	-4%	53%	3.1%
O=c1oc2ccccc2nc1/C=C(O)/C=C/c1ccc(F)cc1	-9%	?	-1%	?	2.2%
CS(=O)(=O)c1ccc(Cl)c(NC(=O)CSc2nc3ccccc3c(=O)n2CCCN2CCOCC2)c1	-2%	0%	10%	7%	5.7%
Cc1noc(C(=O)Nc2ccc(F)cc2F)c1Cl	4%	-9%	-26%	3%	0.4%
O=[N+]([O-])c1ccc(N=Nc2c(Cl)cc(O)cc2Cl)cc1	?	?	28%	?	2.6%
CN(CC(=O)Nc1cccc(F)c1)C(=O)CCC1CCCCC1	4%	?	-1%	59%	1.3%

Source: PubChem BioAssay
